# A549 viability: Nrf2 qHTS screen for inhibitors: counterscreen for cytotoxicity | A549 ARE-Fluc cells, CellTiter-Fluor viability, 18-24 h | Potency, µM (highest dose often 46 µM), without a hit: at the highest dose activity change, negative = cytotoxicity, most hits filed as inhibitors | actives 0.16% (n = 390,000); note: potency is the fitted concentration of half-maximal effect; % is set by controls: 0 for no effect and ±100 for the full control effect
#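 A549 ARE_Fluc cells in 5% FBS OPTI-MEM were exposed to compounds in concentration-response for 18-24 h at 37 deg C. Viability was read by CellTiter-Fluor fluorescence (Ex 405/Em 525) after 30 min, before the luciferase read.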
# CCT chaperon mod: High-Throughput Screening for Modulators of Cytosolic Chaperonin Activity | purified chaperonin ATPase assay, HTRF ADP detection, 30 min | activity change, % (no concentration beside the values), hits read low | actives 0.3% (n = 360,000) | AID 651819, 2012; in the data active = activity change below about -30%; note: % is set by controls: 0 for no effect and ±100 for the full control effect
#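 Enzyme 40 or 20 nM (batch-dependent) in Tris pH 7.4/KCl/MgCl2/DTT; cpd 76 uM single point; ATP 10 uM; 30 min 37 °C; Transcreener ADP HTRF detection, 30 min RT; ratio 665/615.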
# Abeta yeast res: qHTS for compounds that reverse cellular toxicity of Amyloid beta (A-beta) peptide in yeast: Primary Screen | yeast expressing A-beta42, growth rescue, OD600, 48 h; response scale: 0% DMSO, 100% iron-clioquinol control | actives 0.063% (n = 410,000) | Potency, µM (titrated, usually from 46.1 µM), for the others: top-dose growth rescue, actives largely listed as activators | AID 1347071, 2019; note: potency is the fitted concentration of half-maximal effect; nearly all actives have a fitted effect of over 55% in size
#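 Yeast growth medium received pinned compounds, then yeast cells expressing toxic A-beta were added; plates incubated at 30 C for 48 hr. Growth read as absorbance at 600 nm, normalized to DMSO and equimolar FeCl3 plus clioquinol controls.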
# HepG2 tox: qHTS for Inhibitors of TGF-b: Cytotox Counterscreen. AID 588856, 2011. Potency, µM (doses to about 46.1 µM), inactives show at the top dose activity change, negative = cytotoxicity, hits mostly cytotoxic. HepG2 CAGA-GFP viability, ATP luminescence, 18 h. actives 0.76% (n = 410,000); note: potency is the fitted concentration of half-maximal effect; some results filed as inactive show a strong effect at the top dose
#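 HepG2 CAGA-GFP cells (1000/well, DMEM with 1% FBS) received compound, then TGF-beta at 500 pg/mL final, and were incubated 18 hours at 37 degrees C. Viability was read by CellTiter-Glo luminescence. Media-only wells were set as complete cell-killing and DMSO as no toxicity.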
# pAkt inh: HTS Assay for Inhibitors of Akt Phophorylation: Primary Screen; activity change, % for hits at 50 µM; actives 0.32% (n = 360,000); Neuro2A IGF-stimulated pAkt S473 HTRF, 20 min; hits give low values; AID 651550, 2012; in the data active = activity change below about -80%; inconclusive = mostly about -51% to -80%; note: % is set by controls: 0 for no effect and ±100 for the full control effect
#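 Neuro2A cells in DMEM with 0.5% FBS, overnight at 37 deg C, given compound at single 50 µM final, then IGF (6 nM final) for 20 min at 37 deg C. Lysed; phospho-Akt Ser473 by HTRF after 24 h, 665/615 ratio.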
# Nrf2 ARE act: qHTS of Nrf2 Activators; AREc32 ARE-luciferase reporter (MCF7-derived line), luminescence, 24 h; Potency, µM (top dose mostly 46.1 µM), for the others: top-dose activation, actives largely listed as activators; actives 0.31% (n = 410,000); note: potency is the fitted concentration of half-maximal effect; % of control where 0% means no effect; nearly all actives have a fitted effect of over 65% in size
#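 AREc32_Fluc, 1000 cells/well, OPTI-MEM + 5% FBS, o/n 37 deg C 5% CO2; 23 nL cpd by pin tool, 24 hr; Steady-Glo 30 min RT, luminescence.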
# Mm-Cpn inhibitor: Inhibitors of TCP-1 ring complex (TRiC) of Methanococcus maripaludis (MmCpn): qHTS; Chaperonin Mm-Cpn (Methanococcus maripaludis); purified Mm-Cpn ATPase, ADP Transcreener TR-FRET; Potency, µM (series often up to 76.9 µM), for the others: top-dose activity, negative = inhibition, most hits filed as inhibitors; actives 0.031% (n = 330,000); AID 504842, 2011; note: potency is the fitted concentration of half-maximal effect; % is set by controls: 0 for no effect and ±100 for the full control effect; nearly all actives have a fitted effect of over 80% in size
#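 TR-FRET (320 nm excitation; 590 and 665 nm emission) reports ADP made from 10 uM ATP by 25 nM enzyme; compounds were preincubated 10 min, reaction run 30 min, both at 37°C.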
# TGFb inhibitor: qHTS for Inhibitors of TGF-b | HepG2 CAGA-GFP TGF-b/SMAD3 reporter, GFP fluorescence, 18 h; TGF-beta stimulated, 500 pg/mL final | Potency, µM (top dose mostly 46.1 µM), for the others: at the highest dose activity, negative = inhibition, usual class: inhibitors | actives 1.2% (n = 410,000) | AID 588855, 2011; note: potency is the fitted concentration of half-maximal effect; % is set by controls: 0 for no effect and ±100 for the full control effect; nearly all actives have a fitted effect of over 65% in size
#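 Inhibition of TGF-beta-driven CAGA-GFP reporter expression in HEPG2 cells is measured by cellular GFP fluorescence after 18 h stimulation with 500 pg/mL recombinant TGF-beta in 1% FBS medium at 37 degrees C.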
# Nrf2 inh: Nrf2 qHTS screen for inhibitors | A549 ARE-Fluc reporter, luciferase luminescence, 18-24 h | actives 2.1% (n = 360,000) | Potency, µM (top dose mostly 46 µM), for inactives: top-dose activity change, negative = inhibition, usual class: inhibitors | AID 504444, 2011; note: potency is the fitted concentration of half-maximal effect; % is set by controls: 0 for no effect and ±100 for the full control effect; nearly all actives have a fitted effect of over 60% in size
#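 Concentration-response testing used A549 ARE_Fluc cells at 5000 cells/well. Following an 18-24 h compound incubation, viability was read by fluorescence (Ex 405/Em 525) and luciferase output by luminescence.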
# The depositor's hits bear a star; i = inactive; ? = inconclusive; . = no result given; [ ] = remark or other dose. Unless noted, calls come from the whole dose curve; as a rule, active = well fitted curve in the direction sought with a large enough effect; inconclusive = small, poorly fitted or top-dose-only effect, or another doubt; inactive = no such curve, though single readings can be large; an effect the other way counts as inactive or inconclusive.
(1) COC(=O)C1=C(Nc2ccccc2NS(=O)(=O)c2ccc(C(F)(F)F)cc2Cl)CSC1
(2) CCOC(=O)C(CC)n1cnc2c(nnn2-c2ccc(C)cc2)c1=O (stereo not drawn)
(3) COc1ccc(C(=O)NCc2ccc(-n3cccc3)cc2)cc1OC
(4) COc1ccc(-c2nc3ccccc3s2)cc1NC(=O)c1cccc([N+](=O)[O-])c1C
(5) Cn1nccc1NC(=O)COCC(=O)O
(6) O=C(NCc1ccc(Cl)cc1)c1cc([N+](=O)[O-])ccc1Cl
(7) CC(C)NC(=O)CSc1nc2sccc2c(=O)n1-c1ccccc1
(8) COCCNC(=S)NCc1ccc2[nH]c3c(c2c1)CCCC3

Screen / compound no.,1,2,3,4,5,6,7,8
A549 viability,-4%,-9%,-15%,-6%,0%,3%,4%,1%
CCT chaperon mod,-1.7,0.4,0.4,.,0.1,-0.3,0.8,-7.6
Abeta yeast res,-24%,-7%,-4%,1%,9%,2%,-11%,13%
HepG2 tox,-29%,-8%,-15%,3%,30%,-5%,16%,-31%
pAkt inh,i,i,i,.,i,i,i,i
Nrf2 ARE act,2.0%,0.0%,0.3%,?,0.2%,-0.4%,-0.2%,-0.8%
Mm-Cpn inhibitor,?,2%,6%,.,0%,2%,0%,3%
TGFb inhibitor,?,-2%,-11%,23%,18%,-4%,15%,2%
Nrf2 inh,-17%,17%,?,?,1%,?,5%,19%

(9) Cc1cccc(C)c1OCc1n[nH]c(=S)o1
(10) CC1=C(C(=O)N(C(C)C)C(C)C)CC(CC(=O)NC2CC2)C(=O)N1Cc1ccccc1 (stereo not drawn)
(11) COc1cccc(CN2C(=O)c3ccccc3Sc3ccc(C(=O)N(C)Cc4ccccc4)cc32)c1
(12) O=C(NNc1ncnc2c1cnn2-c1ccccc1)c1cccc(Cl)c1
(13) Nc1ccn(-c2ncc(C(F)(F)F)cc2Cl)c(=O)n1
(14) Cc1cccn2c(=O)nc(SCC(=O)N3N=C(c4cccs4)CC3c3ccc(F)cc3)nc12 (stereo not drawn)
(15) Cc1cccc(NC(=O)c2ccc3nccnc3c2)n1
(16) CC(C)N(C(=O)[C@H]1C[C@H](CC(=O)NCCN2CCOCC2)C(=O)N2CCc3c([nH]c4cc(CCC(=O)N(C)C)ccc34)[C@]12C)C(C)C

Screen / compound no.,9,10,11,12,13,14,15,16
A549 viability,9%,.,-15%,-17%,1%,-16%,0%,-4%
CCT chaperon mod,-0.3,-0.5,.,.,-2.3,1.3,-50*,-1.6
Abeta yeast res,19%,-1%,1%,-10%,0%,3%,3%,1%
HepG2 tox,-14%,5%,4%,9%,7%,-2%,-5%,1%
pAkt inh,i,i,.,.,i,i,i,i
Nrf2 ARE act,0.6%,-0.2%,0.0%,0.8%,0.1%,13%,-0.4%,0.5%
Mm-Cpn inhibitor,-3%,.,.,.,-6%,?,2%,-2%
TGFb inhibitor,1%,-12%,?,0%,8%,?,1%,22%
Nrf2 inh,-7%,.,?,.,22%,?,3%,4%

(17) COc1ccc(C(=O)N(C)Cc2cnn(Cc3ccccc3)c2)cc1S(=O)(=O)N1CCOCC1
(18) CN(C(=O)c1ccncc1)c1ccccc1
(19) COc1cc(C(=O)Nc2nnc(C(F)(F)F)s2)c([N+](=O)[O-])cc1OC
(20) CCOC(=O)N1CCN(CC(=O)Nc2ccc(OC)cc2)CC1
(21) COc1ccc(C(=O)c2ccc([N+](=O)[O-])cc2)c(OC)c1OC
(22) O=C(CCc1nc2ccccc2c(=O)[nH]1)Nc1cccc(S(=O)(=O)N2CCOCC2)c1
(23) O=C(/C=C/c1ccccc1Cl)N(Cc1ccccc1)C1CCS(=O)(=O)C1 (stereo not drawn)
(24) Cc1ccc(S(=O)(=O)N2CCCCC2)cc1NC(=O)c1cc(F)c(F)c(F)c1F

Screen / compound no.,17,18,19,20,21,22,23,24
A549 viability,-1%,7%,7%,-2%,0%,0%,1%,2%
CCT chaperon mod,1.0,-1.2,1.5,-1.6,-0.4,-1.0,-1.2,-0.3
Abeta yeast res,-3%,12%,-7%,8%,2%,-2%,-6%,12%
HepG2 tox,-13%,-6%,-2%,2%,3%,-2%,-28%,15%
pAkt inh,i,i,i,i,i,i,i,i
Nrf2 ARE act,-0.2%,-0.5%,-0.1%,-0.8%,0.1%,0.1%,5.3%,12%
Mm-Cpn inhibitor,-4%,0%,-2%,.,.,-1%,3%,0%
TGFb inhibitor,?,-29%,-2%,9%,0%,-1%,-7%,0%
Nrf2 inh,-3%,5%,2%,-6%,4%,4%,-1%,-2%

(25) COc1ccc(S(=O)(=O)n2c(C)nc3ccccc32)cc1C
(26) O=C1NC(=S)SC1=Cc1ccccc1Br
(27) CCCn1cc(CN2CCC(Cc3ccccc3)(C(=O)OCC)CC2)c(C)n1
(28) CCOC(=O)N1CCN(S(=O)(=O)c2ccc(OCC(=O)OC)c(C)c2)CC1
(29) COc1ccc(CCNc2nc3c(-c4cccc(C(F)(F)F)c4)nnn3c3ccccc23)cc1OC
(30) COc1ccc(Br)cc1CN(C)C(=O)c1ccccc1OCc1c(C)noc1C
(31) COCc1cccc(C(=O)NC(c2ccccc2)c2ccccc2)c1
(32) Cc1cccc(C(=O)N[C@H](C(=O)OCc2cc(=O)n3c(n2)sc2ccccc23)C(C)C)c1

Screen / compound no.,25,26,27,28,29,30,31,32
A549 viability,3%,-13%,-3%,1%,7%,-1%,2%,2%
CCT chaperon mod,-1.1,-0.3,-2.0,1.6,.,0.9,1.5,-0.6
Abeta yeast res,-1%,-94%[inhibitor],-2%,2%,-5%,-16%,-2%,-12%
HepG2 tox,3%,-25%,7%,-11%,1%,0%,-9%,-7%
pAkt inh,i,i,i,i,.,i,i,i
Nrf2 ARE act,0.3%,5.2%,-0.7%,-0.9%,8.3%,-0.6%,0.3%,0.4%
Mm-Cpn inhibitor,-2%,.,-1%,-1%,.,2%,0%,-5%
TGFb inhibitor,3%,?,-7%,1%,?,-34%,?,?
Nrf2 inh,4%,?,-21%,-2%,13%,1%,1%,-21%

# Full records, looked up by structure.
# CCCn1cc(CN2CCC(Cc3ccccc3)(C(=O)OCC)CC2)c(C)n1 is entered as A549 viability = -3%; CCT chaperon mod = -2.0; Abeta yeast res = -2%; HepG2 tox = 7%; pAkt inh = i; Nrf2 ARE act = -0.7%; Mm-Cpn inhibitor = -1%; TGFb inhibitor = -7%; Nrf2 inh = -21%
# COCc1cccc(C(=O)NC(c2ccccc2)c2ccccc2)c1 is entered as A549 viability = 2%; CCT chaperon mod = 1.5; Abeta yeast res = -2%; HepG2 tox = -9%; pAkt inh = i; Nrf2 ARE act = 0.3%; Mm-Cpn inhibitor = 0%; TGFb inhibitor = ?; Nrf2 inh = 1%
# COc1ccc(CCNc2nc3c(-c4cccc(C(F)(F)F)c4)nnn3c3ccccc23)cc1OC is entered as A549 viability = 7%; CCT chaperon mod = .; Abeta yeast res = -5%; HepG2 tox = 1%; pAkt inh = .; Nrf2 ARE act = 8.3%; Mm-Cpn inhibitor = .; TGFb inhibitor = ?; Nrf2 inh = 13%

# Next part:
(33) O=C(NCc1cccnc1)c1cccc(S(=O)(=O)N2CCCC2)c1
(34) Cc1cc(SCC(=O)NCC2CCCO2)nc2ccccc12 (stereo not drawn)
(35) CN(C)CCCN(C(=O)c1ccc2c(c1)OCCO2)c1nc2cc3c(cc2s1)OCO3
(36) O=C(CCNS(=O)(=O)c1ccc(Cl)cc1)Nc1ccncc1
(37) COc1cc(CCC(=O)Nc2cccc(C(F)(F)F)c2)cc(OC)c1OC
(38) CCOC(=O)N1CCC2(CC1)C(C#N)=C(N)Oc1c2c(C)nn1-c1cccc(Cl)c1
(39) O=C(O)CCC(NS(=O)(=O)c1ccc(-c2ccccc2)cc1)C(=O)O (stereo not drawn)
(40) C/C(=N/NC(=O)CNC(=O)c1ccccn1)c1ccccc1
(41) COc1ccc(NC(=O)CSc2nc(C)cc(C)n2)cc1
(42) O=C(c1ccco1)N1CCN(c2ncnc3scc(-c4ccc(F)cc4)c23)CC1
(43) Cc1ccc(CN(Cc2ccccc2)C(=S)NCC(=O)NCc2cccnc2)o1

Screen / compound no.,33,34,35,36,37,38,39,40,41,42,43
A549 viability,3%,-10%,?,0%,12%,1%,3%,17%,0%,0%,-4%
CCT chaperon mod,1.4,-2.9,-2.4,-1.1,-0.5,1.9,-1.0,-2.1,-0.5,-0.3,-1.3
Abeta yeast res,-1%,-4%,7%,-2%,0%,-15%,0%,-24%,4%,-7%,2%
HepG2 tox,-15%,2%,-13%,-13%,13%,-2%,-13%,3%,38%,-12%,-15%
pAkt inh,i,i,i,i,i,i,i,i,.,i,i
Nrf2 ARE act,0.2%,-0.3%,0.1%,0.2%,1.9%,2.3%,-0.6%,0.0%,0.5%,2.8%,-0.9%
Mm-Cpn inhibitor,-2%,-1%,1%,2%,0%,-2%,1%,0%,1%,0%,2%
TGFb inhibitor,-29%,13%,22%,4%,-5%,?,-10%,-8%,32%,18µM*,-22%
Nrf2 inh,-4%,-22%,10%,-2%,-29%,8%,6%,10%,3%,-10%,-20%

# High-throughput results as filed in PubChem BioAssay.
